MEKK2mut PB1 HTS – signal of MEK5 binding to mutant human MEKK2 PB1 domain; bead flow cytometry, Alexa488-MEK5 binding to MEKK2 mutant; percent response, % at 10 µM; 0.35% of 290,000 active; AID 1530; in the data active = percent response above about 24%, passing the limit was not always enough; note: inactives centre near 1; some results filed as inactive read as strong as hits
M18AAP inhibitor – blocks P. falciparum M18 aspartyl aminopeptidase | 1.2% of 290,000 active | inhibition, % at 7.35 µM | recombinant PfM18AAP, H-Glu-NHMec fluorogenic cleavage | AID 1822;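 active = inhibition above the campaign mean inhibition over all tested compounds plus 3 SD, cut at about 28% in these data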;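 note: 0% = plate median of test compound wells and 100% = 2 mM ZnCl2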
VIM-2 inhibitor – blocks Pseudomonas aeruginosa VIM-2 metallo-beta-lactamase | AID 1527 | purified VIM-2, nitrocefin hydrolysis, epi-absorbance fluorescence | 0.89% of 290,000 active | inhibition, % at 5.6 µM;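 active = inhibition above the mean of all tested compounds plus 3 SD, cutoff set per screening run, cut at about 7.5% in these data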;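 note: red hydrolysis product quenches plate fluorescence so inhibitors raise well fluorescence; 0% = enzyme with DMSO and 100% = DMSO without enzyme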
NALP1 yeast inh – NALP1 inhibition; inhibition, % at 10 µM; 0.61% of 280,000 active; AID 2071; S. cerevisiae NALP1/ASC/caspase-1 growth, X-gal OD620, 72 h; in the data active = inhibition mostly above about 24%, no sharp cut-off; inactive = mostly below about 32%; note: some compounds called inactive have numbers as strong as hits
IMP-1 inh – inhibitors of Pseudomonas aeruginosa IMP-1 metallo-beta-lactamase; purified IMP-1, nitrocefin hydrolysis, epi-absorbance fluorescence; inhibition, % at 5.6 µM; 0.45% of 290,000 active; AID 1556;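 active = inhibition above the mean plus 3 SD of all compounds in the same screening run, cut at about 4.5% in these data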;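 note: 0% = IMP-1 with DMSO and 100% = DMSO wells lacking enzyme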
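System – purified recombinant IMP-1 beta-lactamase · Input – IMP-1 dispensed at 0.2 nM · Timing – 15 min preincubation plus 25 min reaction at 25 °C · Signal – Epi-absorbance fluorescence, 480 nm excitation, 530 nm emission · Measure – percent IMP-1 inhibition derived from blank-referenced optical density · Controls – Enzyme-plus-DMSO low control, enzyme-free DMSO high control · Replication – singlicate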
FID counter – fluorescent intercalator displacement, NS3 helicase counter-screen | DNA fluorescent intercalator displacement, fluorescence | inhibition, % at 7.9 µM | 0.17% of 290,000 active | AID 1845; in the data active = inhibition above about 37%;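 note: 0% = vehicle and 100% = reference compound; higher means more ethidium bromide displaced from hairpin DNA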
NS3 helicase inh – HCV NS3 helicase inhibition; AID 1800; 0.56% of 290,000 active; inhibition, % at 10.9 µM; NS3 helicase DNA unwinding, Cy5 molecular beacon fluorescence;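 active = inhibition above the mean of all tested compounds plus 3 SD, set per campaign, cut at about 35% in these data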;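 note: 0% = DMSO wells and 100% = thioflavine S control wells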
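test system = hepatitis C virus NS3 helicase domain fragment enzyme | reagent = annealed dual-labelled DNA beacon duplex, ATP-started | times = 1 h at 25 °C | detection = Cy5 fluorescence, 0 and 60 min reads | read-out basis = percent inhibition from t60/t0 fluorescence ratio | control set = DMSO and thioflavine S | replication = one well per compound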
UBC9 SUMO inh – SUMOylation inhibition | HTRF SUMOylation assay, SAE1/SAE2 + UBC9, in vitro | inhibition, % at 35 µM | 0.36% of 290,000 active | AID 2006; in the data active = inhibition above about 50%, passing the limit was not always enough; note: strong numbers were not always called active
Target sequence (P63279 whole entry, looked up): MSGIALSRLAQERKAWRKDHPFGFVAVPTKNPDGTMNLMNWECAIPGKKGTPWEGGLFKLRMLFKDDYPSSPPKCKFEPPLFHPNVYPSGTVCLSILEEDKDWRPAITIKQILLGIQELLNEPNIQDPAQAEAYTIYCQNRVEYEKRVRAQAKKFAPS
MEKK2 WT-MEK5 – raises or lowers MEK5 binding to wildtype human MEKK2 PB1 domain. Q9Y2U5. bead flow cytometry, Alexa488-MEK5 binding to MEKK2 WT; actives lie on both sides. binding response (% of control), % at 10 µM. 1.1% of 290,000 active. AID 1531; in the data active = binding response below about 67% or above about 130%
Starred values were filed as active, the others as inactive; · = no result given; & = joins results of further samples.

Start of the data: the first 5 entries, to show the layout:
SMILES | MEKK2mut PB1 HTS | M18AAP inhibitor | VIM-2 inhibitor | NALP1 yeast inh | IMP-1 inh | FID counter | NS3 helicase inh | UBC9 SUMO inh | MEKK2 WT-MEK5
CSc1ccccc1C(=O)C1CCCN(Cc2cnn(-c3ccccc3)c2)C1 (stereo not drawn) | 13 | -10 | 3.0 | 21 | 0.8 | 32 | -10 | -1 | 130
Cc1ccc(CNC(=O)CN2C(=O)COc3ccc(C)cc32)cc1 | -2 | 4 | 1.1 | 1 | -1.0 | -1 | -7 | 19 | 95
O=C(CCC(=O)OCCCC(F)(F)C(F)(F)F)Nc1ccc(Cl)cc1Cl | -12 | -2 | -6.1 | 34 | -2.9 | -14 | -2 | -19 | 90
Cc1cccc(-c2nc3ccccc3c(=O)[nH]2)c1 | 3 | 0 | -0.7 | 11 | -4.4 | -2 | -2 | 2 | 107
COc1ccccc1Nc1nc(-c2cccnc2)cs1 | 14 | -11 | -0.5 | 22 | -1.7 | -15 | -2 | 18 | 116

This part in full, from the first entry:
SMILES | MEKK2mut PB1 HTS | M18AAP inhibitor | VIM-2 inhibitor | NALP1 yeast inh | IMP-1 inh | FID counter | NS3 helicase inh | UBC9 SUMO inh | MEKK2 WT-MEK5
CSc1ccccc1C(=O)C1CCCN(Cc2cnn(-c3ccccc3)c2)C1 (stereo not drawn) | 13 | -10 | 3.0 | 21 | 0.8 | 32 | -10 | -1 | 130
Cc1ccc(CNC(=O)CN2C(=O)COc3ccc(C)cc32)cc1 | -2 | 4 | 1.1 | 1 | -1.0 | -1 | -7 | 19 | 95
O=C(CCC(=O)OCCCC(F)(F)C(F)(F)F)Nc1ccc(Cl)cc1Cl | -12 | -2 | -6.1 | 34 | -2.9 | -14 | -2 | -19 | 90
Cc1cccc(-c2nc3ccccc3c(=O)[nH]2)c1 | 3 | 0 | -0.7 | 11 | -4.4 | -2 | -2 | 2 | 107
COc1ccccc1Nc1nc(-c2cccnc2)cs1 | 14 | -11 | -0.5 | 22 | -1.7 | -15 | -2 | 18 | 116
CC(C)CC(CO)N1CCN(C(=O)c2ccc(C(C)(C)C)cc2)CCC1=O (stereo not drawn) | -5 | 1 | -0.8 | 13 | 0.7 | -39 | 0 | -15 | 96
CCC(C)(C)n1nnnc1C(c1ccccn1)N1CCOCC1 (stereo not drawn) | 3 | 1 | -1.3 | 3 | 2.4 | 0 | 1 | 4 | 103
CCC1=NN2C(=N)/C(=C\c3cccn3-c3ccc(Cl)cc3)C(=O)N=C2S1 | 4 | -8 | -2.6 | 11 | -5.1 | -2 | 4 | 17 | 103
CCN(CC)P(=O)(c1ccccc1)c1c(C)nc2ccccn12 (stereo not drawn) | -5 | 1 | -0.3 | 6 | -2.0 | -14 | 11 | 16 | 100
Brc1csc(/C=N/Nc2nc3ccccc3s2)c1 | 0 | -5 | -2.2 | 22 | -0.6 | 2 | -7 | 7 | 101
COc1ccc(CNC(=O)CSc2cccc3cccnc23)cc1 | 3 | -6 | 2.6 | · | -0.2 | -11 | 7 | 20 | 96
COc1ccc(CCN(C)C(=O)c2ccc(S(=O)(=O)Nc3ccccc3C)cc2)cc1OC | -6 | 2 | 0.5 | 12 | -2.5 | -47 | 6 | 1 | 92
Fc1ccccc1COc1ccc2ccccc2c1CNc1nn[nH]n1 | -3 | 2 | 0.0 | 9 | -3.5 | -19 | 5 | 38 | 95
O=C(OCc1csc(-c2ccccc2)n1)c1ccccc1O | 3 | -6 | -2.9 | 2 | -1.2 | -7 | 13 | -23 | 105
O=C1/C(=C/c2cccc([N+](=O)[O-])c2)CSc2ccc(Cl)cc21 | -4 | -2 | -0.5 | -20 | -1.7 | 4 | -3 | 18 | 96
Cc1cccc(NC(=O)CSc2nc3nc(C)cc(C)c3c(=O)[nH]2)c1 | -6 | 6 | -7.5 | 14 | -1.8 | -5 | -4 | 16 | 96
COc1ccc2c(c1)nc(SCC(=O)C(C)(C)C)n2C | 6 | 0 | -0.6 | 19 | -0.9 | -10 | 3 | -3 | 105
COC(=O)COn1c(SCC(=O)OC)nc2ccccc2c1=O | 3 | 6 | 0.0 | 3 | -3.8 | -1 | 8 | 5 | 97
O=C(NC1CCCCC1)C1CCC(CNS(=O)(=O)c2cccc3nsnc23)CC1 (stereo not drawn) | 12 | -9 | -4.4 | -11 | -5.9 | -1 | -2 | 2 | 107
COc1cc(CNCc2ccccn2)ccc1OCc1c(Cl)cccc1Cl | -5 | 0 | 0.8 | -1 | -2.9 | 19 | -57 | -15 | 108
Cc1nn(C)c(C)c1S(=O)(=O)Nc1ccc2c(c1)OCO2 | 4 | 3 | -0.5 | 11 | -3.4 | 1 | -3 | 11 | 106
O=C(O)/C(=C\c1ccc(Br)cc1)c1ccc(S(=O)(=O)N2CCCCC2)s1 | -1 | -4 | -4.6 | 23 | -2.1 | -25 | 16 | 21 | 95
CSc1nc2nc3c(cc2c(=O)n1-c1ccccc1C)CCCC3 | -23 | -3 | -3.0 | 14 | -4.4 | -24 | -3 | 23 | 90
O=C(CN1CCN(C2CCCCC2)CC1)Nc1cccc2ccccc12 | -2 | 6 | -3.5 | -6 | -1.6 | 10 | 7 | 8 | 100
COc1ccc(-c2cc(C(=O)NC(Cc3c[nH]c4ccccc34)C(=O)O)c(C)o2)cc1OC (stereo not drawn) | -5 | 2 | -3.7 | 20 | -0.6 | -27 | 3 | 8 | 92
COC(=O)Cc1cc(=O)oc2c(C)c(O)ccc12 | 5 | 2 | -5.1 | 35 | -2.7 | 0 | 7 | 45 | 108
Cn1c(C(=O)N2CCCC(C(=O)NCCCSC3CCCCC3)C2)cc2sccc21 (stereo not drawn) | · | 6 | -3.2 | 10 | -2.6 | -40 | -12 | 5 | ·
CCn1c(NC(=O)c2cccc(Cn3cc(Cl)cn3)c2)nc2ccccc21 | 10 | -11 | -4.9 | -13 | -4.4 | -18 | -4 | -15 | 113
Cc1cc2c(=O)n(CC(=O)N3CCN(c4ccc(F)cc4)CC3)cnc2s1 | -9 | 1 | 1.1 | 34 | 0.6 | -4 | 6 | -13 | 92
COc1ccc(S(=O)(=O)Cc2ccc(C(=O)N3CCN(c4ccccn4)CC3)o2)cc1 | 5 | -9 | 1.1 | -3 | 3.8 | -27 | -5 | 20 | 111
O=C(CSc1nccn1Cc1ccccc1)Nc1ccccc1 | -4 | -12 | 0.0 | 17 | 1.4 | -17 | 0 | 10 | 94
CC1=NCCN1S(=O)(=O)c1cc([N+](=O)[O-])ccc1Cl | -3 | -2 | -1.9 | 4 | -1.9 | 7 | -5 | 20 | 92
COc1ccc(N=Nc2c(-c3ccc(OC)cc3)[nH]oc2=O)cc1 | 4 | 3 | -3.1 | -21 | -4.8 | 2 | -1 | 7 | 101
O=C(CS(=O)c1cccc(C(F)(F)F)c1)Nc1ccc(Cl)cc1Cl (stereo not drawn) | -6 | -20 | -5.3 | 34 | -0.6 | -14 | -4 | -12 | 82
CN1CCc2c(sc(NC(=O)Cc3ccc(F)cc3)c2C(N)=O)C1 | -1 | -8 | 0.2 | 5 | 0.2 | 11 | -4 | · | 100
Cc1ccc(S(=O)(=O)N(CC(=O)N/N=C/c2ccco2)c2cc(Cl)cc(Cl)c2)cc1 | 0 | 3 | -4.2 | -3 | -5.5 | -12 | -5 | 22 | 104
Cc1nc2ccccn2c1C(=O)NNS(=O)(=O)c1ccc(C(C)(C)C)cc1 | 1 | 5 | 0.8 | 31 | -1.4 | -24 | 2 | -1 | 102
O=c1c(Cl)c(N2CCN(c3ccc(F)cc3)CC2)cnn1-c1nc2ccccc2s1 | 0 | 1 | -1.3 | 24 | -3.0 | 1 | 0 | -8 | 97
CCOC(=O)N1CCN(C(c2ccc(C)cc2)c2sc3nc(C)nn3c2O)CC1 (stereo not drawn) | 8 | · | · | -61 | · | · | · | -1 | 93
Cc1noc(C)c1CCC(=O)N1CCCC(CO)(Cc2ccccc2)C1 (stereo not drawn) | -8 | -19 | 2.1 | 30 | -0.4 | -48 | 8 | 22 | 91
CC[C@H](C)[C@@H](C(=O)N1CCNCC1)n1cc([C@@H](N)CC(C)C)nn1 | 9 | 3 | -2.8 | -5 | -2.3 | 12 | 4 | -8 | 106
COc1ccc(CN2C(=O)c3ccccc3C2OC)cc1 (stereo not drawn) | 1 | 4 | 2.4 | · | 1.4 | -17 | 0 | 7 | 101
CCOC(=O)c1sc(NC(=O)CSc2n[nH]c(-c3ccccc3)n2)c(C#N)c1C | · | 20 | -2.4 | 20 | -3.5 | 2 | 0 | 15 | ·
Cc1ccc(F)c([C@H]2[C@H]3C=CC[C@@H](C)[C@@H]3C(=O)N2Cc2ccccc2)c1 | 1 | · | · | -6 | · | · | · | -18 | 92
O=C1CCCC2=C1C(c1ccccc1)n1c(s/c(=C/c3cccc(F)c3)c1=O)=N2 (stereo not drawn) | · | 0 | -4.2 | 16 | -2.8 | 3 | -6 | 8 | ·
Cc1ccccc1NC(=S)N(CCN1CCCCCC1)Cc1cccs1 | 1 | 3 | -2.0 | -8 | -3.0 | 1 | 3 | 17 | 102
O=C(O)c1ccc(NC(=O)c2cn(-c3ccccc3)nc2-c2ccc(F)cc2)cc1 | -5 | -5 | 0.0 | -3 | 0.3 | -37 | 2 | 11 | 100
CC(=O)Nc1ccc(C(=O)CSc2nnc(Cn3nnc4ccccc43)n2C)cc1 | 5 | 4 | 4.0 | -11 | -2.2 | 3 | -10 | 7 | 106
CN(C)CCN(Cc1ccccc1)S(=O)(=O)c1ccc(-c2ccc(=O)[nH]n2)s1 | 5 | -1 | 1.1 | 35 | 0.2 | 6 | -45 | -7 | 115
Cc1c(N=Cc2c(O)n(Cc3ccco3)c(=O)c3ccccc23)c(=O)n(-c2ccccc2)n1C | 1 | -14 | 4.2 | 2&-4 | -0.3 | -12 | -2 | 20&0 | 97
Clc1ccc(-c2nn3c(-c4ccccc4)nnc3s2)cc1 | -2 | 0 | -2.7 | 3 | -2.3 | -10 | 1 | -20 | 95
O=C(Nc1ccc(N2CCOCC2)cc1)c1cccc2c(Br)cccc12 | 0 | 9 | 0.3 | 3 | 0.4 | -26 | 25 | 14 | 100
Cc1ccc(NC(=O)Nc2ccc(Cl)cc2)c(Br)c1 | -1 | 2 | -2.8 | 30 | -3.4 | 5 | 9 | 1 | 102
CCOC(=O)CC(=O)CSc1nc(-c2cccnc2)ccc1C#N | 1 | 16 | 0.0 | 25 | 5.3* | -6 | 7 | 39 | 100
COc1ccc(C(=O)NC(Oc2ccccc2)C(Cl)(Cl)Cl)cc1 (stereo not drawn) | -1 | -5 | 0.5 | 5 | -0.3 | -5 | 1 | -8 | 94
Cc1nn(S(=O)(=O)c2ccc(Br)cc2)c(C)c1S(=O)(=O)N1CCOCC1 | 3 | 1 | -2.0 | -4 | -2.5 | 3 | 7 | 22 | 101
CC(C)c1ccc(O)c(N)c1 | -3 | 17 | 0.9 | 4 | -2.8 | -1 | 9 | 0 | 90
OCCNCC12CC3CC(CC(C3)C1)C2 | -9 | 8 | -4.7 | 5 | -2.5 | 6 | 1 | 10 | 92
